Assay outcomes deposited in PubChem BioAssay by National Center for Advancing Translational Sciences (NCATS).
IP6K1 inh: IP6K1 kinase inhibition | Q92551 | IP6K1 kinase, ADP-Glo luminescence, 2 h; hits give low values | activity change, % (series mostly up to about 58 µM) | hit rate 0.81% among 140,000; in the data active = activity change below about -25%
Target sequence (Q92551 whole entry, looked up): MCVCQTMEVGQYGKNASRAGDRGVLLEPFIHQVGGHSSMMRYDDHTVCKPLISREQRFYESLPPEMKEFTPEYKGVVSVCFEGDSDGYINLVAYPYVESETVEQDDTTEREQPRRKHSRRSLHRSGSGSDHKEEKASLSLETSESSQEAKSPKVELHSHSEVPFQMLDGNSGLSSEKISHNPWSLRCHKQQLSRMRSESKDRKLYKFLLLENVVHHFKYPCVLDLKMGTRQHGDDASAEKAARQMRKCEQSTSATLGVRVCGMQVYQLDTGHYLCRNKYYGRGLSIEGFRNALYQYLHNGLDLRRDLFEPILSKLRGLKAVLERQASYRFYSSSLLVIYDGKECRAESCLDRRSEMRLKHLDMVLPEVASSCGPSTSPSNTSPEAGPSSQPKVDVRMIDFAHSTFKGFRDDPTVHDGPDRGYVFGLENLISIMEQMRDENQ
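ADP-Glo luminescence measures ADP made by human IP6K1 during a 2 h RT reaction with ATP/IP6 (mix at 1.3 mM/130 uM); top library doses 57.5 and 19.1 uM final.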
HEK293 viab: counter-screen for SNCA expression inhibitors: cell viability; HEK-293-SNCA-luc viability, GF-AFC fluorescence, 24 h; Potency, µM (highest dose often 57.1 µM), inactives show top-dose activity change, negative = cytotoxicity, hits mostly cytotoxic; hit rate 0.12% among 150,000; AID 1671193;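 also: potency is read from the fitted curve at half-maximal effect; 0% = DMSO-treated cells and -100% = medium-only wells without cells; nearly all actives have a fitted effect of over 30% in size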
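HEK-293-SNCA-luc cells (1500/well) plated 24 h, then exposed 24 h to a dilution series; GF-AFC added 30 min at 37C, fluorescence 405/540 nm; normalised to medium-only and DMSO wells, Hill fit.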
SNCA expr inhib: SNCA gene expression inhibition; HEK-293 SNCA-luciferase knock-in, luminescence, 24 h; Potency, µM (doses to about 57.2 µM), for the others: top-dose activity change, negative = inhibition, most hits filed as inhibitors; hit rate 0.17% among 140,000; AID 1671194;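 also: potency is read from the fitted curve at half-maximal effect; plate controls were DMSO cells for no effect and cell-free wells for full effect; nearly all actives have a fitted effect of over 45% in size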
FLuc inh: Photinus pyralis luciferase inhibition | P08659 | purified P. pyralis luciferase, luminescence, biochemical | Potency, µM (series often up to 115 µM), without a hit: top-dose activity change, negative = inhibition, most hits filed as inhibitors | hit rate 2.5% among 76,000 | AID 1347043; also: potency is read from the fitted curve at half-maximal effect; nearly all actives have a fitted effect of over 65% in size
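Cell-free enzyme assay, 10nM P. pyralis luciferase, luciferin and ATP each at 10uM. Inhibition profiled over a 6-point titration, read as luminescence.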
NIH3T3 tox: kills NIH 3T3 cells; NIH 3T3 viability, CellTiter-Glo ATP luminescence, 48-72 h; hit rate 4.3% among 94,000; Potency, µM (doses to about 96.7 µM), inactives show top-dose activity change, negative = cytotoxicity, actives largely listed as inhibitors; also: potency is read from the fitted curve at half-maximal effect; nearly all actives have a fitted effect of over 55% in size
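Luminescent ATP readout (CellTiter-Glo, 10 min RT) after 48 or 72 hr compound exposure of NIH 3T3 cells seeded at 400 cells/well in 1536-well format; quantitative HTS.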
HEK cytotox: kills HEK 293 cells; HEK 293 viability, ATP luminescence (CellTiter-Glo), 48-72 h; Potency, µM (highest dose often 115 µM), without a hit: top-dose activity change, negative = cytotoxicity, usual class: inhibitors; hit rate 6.6% among 94,000; AID 1345083; also: potency is read from the fitted curve at half-maximal effect; nearly all actives have a fitted effect of over 60% in size
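qHTS cytotoxicity; HEK 293, 250 cells/well; compound pinned; 48 or 72 hr, 37 degree Celsius, 5% CO2, 95% humidity; CellTiter-Glo, 10 min RT; luminescence (ATP).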
GPT2 inhibitor: inhibitors of human GPT2 alanine aminotransferase | Q8TD30 | Recombinant GPT2, coupled pyruvate oxidase/HRP Amplex Red fluorescence | Potency, µM (series often up to 57.7 µM), for inactives: at the highest dose activity change, negative = inhibition, actives largely listed as inhibitors | hit rate 0.25% among 100,000 | AID 1671188; also: potency is read from the fitted curve at half-maximal effect; nearly all actives have a fitted effect of over 60% in size; many of its hits are not listed in these tables
Target sequence (Q8TD30 whole entry, looked up): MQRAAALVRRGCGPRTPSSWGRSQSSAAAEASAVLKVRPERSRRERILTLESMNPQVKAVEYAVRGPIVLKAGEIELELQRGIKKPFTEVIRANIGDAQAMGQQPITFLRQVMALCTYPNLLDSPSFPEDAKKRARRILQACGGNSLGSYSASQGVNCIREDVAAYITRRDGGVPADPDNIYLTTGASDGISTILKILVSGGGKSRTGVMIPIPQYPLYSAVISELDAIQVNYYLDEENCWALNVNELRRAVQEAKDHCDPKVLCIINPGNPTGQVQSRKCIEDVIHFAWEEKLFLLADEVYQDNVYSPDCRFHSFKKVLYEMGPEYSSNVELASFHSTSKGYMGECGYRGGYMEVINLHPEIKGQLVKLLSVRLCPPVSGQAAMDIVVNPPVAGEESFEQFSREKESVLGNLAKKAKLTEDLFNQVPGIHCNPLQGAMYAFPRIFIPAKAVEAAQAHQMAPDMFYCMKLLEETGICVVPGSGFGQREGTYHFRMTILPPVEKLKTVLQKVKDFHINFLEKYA
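Fluorescence of coupled pyruvate oxidase/HRP/Amplex Red system (50uM Amplex, 30 min, dark) reports pyruvate formed by GPT2. Enzyme reaction: 10ng/uL GPT2, 2mM L-alanine, 250uM a-KG, 30 min room temperature, pH 7.5; 50uM AOA control.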
Starred values were filed as active, the others as inactive; i = inactive; ? = inconclusive; nt = no result given; [ ] = dose if it differs, or a comment. Unless noted, calls follow the shape of the dose curve; as a rule, active = well fitted curve in the direction sought with a large enough effect; inconclusive = small, poorly fitted or top-dose-only effect, or another doubt; inactive = no such curve, though single readings can be large; an effect the other way counts as inactive or inconclusive. Unless noted, % is scaled to controls: 0 for no effect and ±100 for the full control effect.

SMILES	IP6K1 inh	HEK293 viab	SNCA expr inhib	FLuc inh	NIH3T3 tox	HEK cytotox	GPT2 inhibitor
CC(C)c1noc([C@@H]2C[C@H]3C(=O)NCCCCCCN(C(=O)c4ccco4)[C@H]3C2)n1	1	-18%	-6%	5%	-5%	-14%	i
Cn1nnnc1SCCNCc1cc(Br)ccc1OCc1ccccc1Cl	-41*	?	?	nt	nt	nt	nt
COc1cccc(CC(=O)N2CCC(Cn3c(C)cnc3C3CCC3)CC2)c1	1	-5%	-9%	0%	-14%	-14%	i
CSc1ccc(-c2nc(CN3CCOC(CCO)C3)c(C)o2)cc1 (centres undefined)	9	-21%	10%	2%	?	?	3%
Cc1ccc(CN2CCc3nc(N4CCOCC4)[nH]c(=O)c3CC2)s1	-3	-4%	-17%	0%	?	-27%	i
COc1ccc(-c2ccc(C(=O)N3CCN(C(=O)N(C)C)CC3)cc2)nn1	-2	nt	nt	nt	-17%	-10%	nt
CCN1c2cc(C(=O)Nc3ccc(C)cc3)ccc2C(=O)N2CCCCC21 (centres undefined)	16	19%[12.5 µM]	28%	-14%	35µM*	40µM*	0%
COc1ccc(-c2cc(C(=O)N3CCOCC3)c3c(C4CCCN4)nn(C)c3n2)cc1 (centres undefined)	-2	2%	-10%	nt	-6%	-17%	1%
O=C(c1ccc2nccnc2c1)N1CCn2nc(Cc3ccccc3)cc2C1	0	0%	5%	13%	-34%	?	i
CC(C)NC(=O)C1CCCN(c2ncnc3c2nc2n3CCCCC2)C1 (centres undefined)	-1	-22%	5%	nt	nt	nt	nt
Cc1nc2ccc(Cc3nc(-c4cccnn4)no3)cc2[nH]1	49	6%	6%	5%	-14%	-14%	2%
O=C(OCc1cc(=O)n2nc(C3CC3)sc2n1)c1ccc(NC(=O)c2ccccc2F)cc1	12	-5%	-15%	nt	nt	nt	nt
CCCCCOC(=O)CSc1nc2sc3c(c2c(=O)n1-c1ccccc1)CC(C)(CC)OC3 (centres undefined)	3	-16%	9%	nt	nt	nt	nt
Cc1nnc2ccc(N3CCC(NC(=O)c4cccc(Cl)c4)CC3)nn12	-7	nt	nt	nt	-24%	-2%	nt
Cc1noc([C@@H]2CN(Cc3ccc(F)c(Cl)c3)C[C@H]2CO)n1	3	-8%	-10%	11%	-5%	0%	i
COc1cccc(C(=O)Nc2nc(-c3nnn(-c4cc(C)ccc4C)c3C)ns2)c1	-2	-5%	4%	nt	nt	nt	nt
CCCN1CCN(CCCNC(=O)c2ccc3nc(Cc4ccccc4)oc3c2)CC1	28	-6%	13%	nt	nt	nt	nt
O=C(c1c(F)cccc1F)N1CCC(OC2CCN(Cc3ccccc3)CC2)CC1	5	-1%	54%[activator]	8%	-23%	-4%	i
COc1ccc(C2Cn3nnc(-c4noc(-c5ccc(OC)cc5C)n4)c3CO2)cc1 (centres undefined)	14	3%	35%[activator]	-12%	1%	-11%	-5%
CCOc1ccccc1C(=O)N1CCCN(c2cc(-c3ccc(Cl)cc3)[nH]n2)CC1	3	-18%	-29%	-6%	?	?	-2%

Ordered by formula weight (lowest first): three of the compounds above.
SMILES	IP6K1 inh	HEK293 viab	SNCA expr inhib	FLuc inh	NIH3T3 tox	HEK cytotox	GPT2 inhibitor
CC(C)c1noc([C@@H]2C[C@H]3C(=O)NCCCCCCN(C(=O)c4ccco4)[C@H]3C2)n1	1	-18%	-6%	5%	-5%	-14%	i
COc1cccc(C(=O)Nc2nc(-c3nnn(-c4cc(C)ccc4C)c3C)ns2)c1	-2	-5%	4%	nt	nt	nt	nt
CCOc1ccccc1C(=O)N1CCCN(c2cc(-c3ccc(Cl)cc3)[nH]n2)CC1	3	-18%	-29%	-6%	?	?	-2%

Compound profiles, as listed above:
CCCCCOC(=O)CSc1nc2sc3c(c2c(=O)n1-c1ccccc1)CC(C)(CC)OC3 (centres undefined) is entered as IP6K1 inh: 3; HEK293 viab: -16%; SNCA expr inhib: 9%; FLuc inh: nt; NIH3T3 tox: nt; HEK cytotox: nt; GPT2 inhibitor: nt
Cc1noc([C@@H]2CN(Cc3ccc(F)c(Cl)c3)C[C@H]2CO)n1 is entered as IP6K1 inh: 3; HEK293 viab: -8%; SNCA expr inhib: -10%; FLuc inh: 11%; NIH3T3 tox: -5%; HEK cytotox: 0%; GPT2 inhibitor: i

Next part:
SMILES	IP6K1 inh	HEK293 viab	SNCA expr inhib	FLuc inh	NIH3T3 tox	HEK cytotox	GPT2 inhibitor
COc1ccc(CNC(=O)C2CCCCN2Cc2ccc(-c3cc(F)ccc3OC)cc2)cc1OC (centres undefined)	-2	nt	nt	nt	?	?	nt
O=C(c1cnccn1)N1CCCC(c2ccccc2)(c2ccccc2)C1	-7	-2%	-1%	0%	-13%	?	i
O=S(=O)(Cc1ccccc1)N1CCC(Cc2nncn2-c2ccccc2)CC1	0	-2%	8%	-5%	-19%	?	?
COc1ccc(CCn2c(=O)c3cccnc3n(CC(=O)Nc3c(C)cc(C)cc3C)c2=O)cc1OC	19	6%	52%[activator]	nt	nt	nt	nt
COc1nc(C)c(C(=O)N2CCC(c3[nH]ncc3-c3ccccc3)CC2)s1	-2	-9%	-21%	21%	?	?	i
COc1ccc(-c2noc(CSc3nnc(-c4ccncc4)n3-c3ccc(C)cc3)n2)cc1OC	-14	2%	14%	nt	nt	nt	nt
O=C1NCCCCCN(C(=O)CN2CCCCCC2)[C@H]2CCC[C@@H]12	8	3%	19%	3%	-15%	0%	0%
COc1cc2c(=O)n(CCC(=O)NCC3CCCO3)c(=O)n(CC(=O)Nc3ccccc3C)c2cc1OC (centres undefined)	-4	-12%	-2%	nt	nt	nt	nt
NC(=O)c1ccc(-c2nccc(N3CCC(O)CC3)n2)cc1Cl	-3	1%	-4%	-3%	-15%	0%	1%
Cc1ccc(OCC(=O)N2CCC3(CC2)CCC(O)(CN(C)C)CC3)cc1	0	3%	164%[activator]	0%	?	-31%	i
CS(=O)(=O)N1CCOc2ccc(CCC(=O)N3CCC(C(N)=O)CC3)cc2C1	-2	-9%[12.5 µM]	20%	-1%	-1%	1%	-4%
O=C([C@@H]1C[C@H](Oc2ccccc2)CN1C(=O)NC1CCCCC1)N1CCCC1	13	-22%	-4%	-9%	?	-9%	i
CC1CCN(C(=O)c2cc(CN3CCC(Cc4ccccc4)CC3)on2)CC1	14	-1%	1%	-3%	-22%	?	?
O=C(CN1C(=O)COc2ccc(S(=O)(=O)N3CCOCC3)cc21)N1CCN(c2cccc(Cl)c2)CC1	6	-4%	5%	nt	nt	nt	nt
COc1ccc(-c2nc3sc(CCNC(=O)C(=O)Nc4c(C)cccc4C)c(C)n3n2)cc1	14	1%	2%	nt	nt	nt	nt
CCn1nccc1C(=O)N1CCC(O)(c2ccccc2)[C@H](N(C)C)C1 (some centres undefined)	26	6%	-9%	-1%	-9%	-3%	i
CCN(CC)c1cc(CCC(=O)NCCCN2CCOCC2)ccn1	-7	-5%	-6%	3%	-12%	-4%	i
CCn1ccnc1CN1CCCC(C(=O)Nc2ccccc2-c2ccc(OC)cc2)C1 (centres undefined)	26	-8%	0%	-5%	i	-20%	3%
O=C(NCc1c[nH]c2ncccc12)c1ccccc1F	11	7%[87.6 µM]	?	-9%[172 µM]	-25%[138 µM]	-18%[172 µM]	i
Cc1ccc(NC(=O)N2c3ccccc3CC2c2nc(C3CC3)no2)c(C)c1 (centres undefined)	13	?	13%	-2%	?	?	-6%
Cc1ccc(CNC(=O)NCC2Cn3cccc3C(=O)N2C)cc1 (centres undefined)	4	1%	-16%	-6%	i	5%	i
Cc1nn2c(-c3ccccc3)cc(-c3ccccc3)nc2c1-c1ccc(Cl)cc1	1	12%	-21%	nt	nt	nt	nt
COc1ccc(Cn2cc(C(=O)c3ccc(OC)cc3)c(=O)c3cc4c(cc32)OCCO4)cc1	-13	?	?	nt	nt	nt	nt
Cc1ccc(CN2CCCn3nc(C(=O)NCCc4cccc(C)c4)cc3C2=O)cc1	-15	6%	29%	nt	nt	nt	nt
CN1CCC2(C1)CN(Cc1ccccc1)c1ccc(C(=O)NC3CC3)cc12 (centres undefined)	-4	8%[87.6 µM]	-10%[87.6 µM]	-1%[172 µM]	-26%[138 µM]	?	i
Cc1ccc(-c2nc3ncccn3c2Nc2ccc3c(c2)OCCO3)cc1	3	1%	39%[activator]	nt	nt	nt	nt
Cc1ccncc1C(=O)N1CCCN(C(=O)C2CC2)C(c2ccccc2)CC(=O)NCC1 (centres undefined)	5	-9%	-10%	-13%	-9%	2%	i
COCc1nncn1C1CCN(C(=O)c2ccc(Cl)s2)CC1	8	4%	29%	1%	-3%	-12%	-1%
Cn1nc2n(c1=O)CCN(C(=O)c1ccc(F)cc1Cl)CC2	-10	-2%	35%[activator]	-15%	-14%	-4%	i
Cc1cccc(N2CCN(C(=O)COCc3cc(-c4ccc5c(c4)OCO5)on3)CC2)c1C	-9	3%	24%	nt	nt	nt	nt
Cc1cc(C)cc(NS(=O)(=O)c2ccc3c(c2)OCC(C(=O)N2CCCC2)O3)c1 (centres undefined)	-7	-16%	?	nt	nt	nt	nt
Cc1cc(C)cc(-c2ccccc2C=O)c1	3	-3%[87.6 µM]	-18%[87.6 µM]	nt	?	?	i
Cc1ccc(NC(=O)NC[C@H]2O[C@@H](CC(=O)NCCN(C)C)[C@H](O)[C@@H]2O)cc1	18	6%[87.6 µM]	6%[87.6 µM]	1%[172 µM]	-11%[174 µM]	0%[172 µM]	?
Cc1ccc(NCc2cc3cc4c(cc3n(CC(=O)Nc3ccc(F)cc3F)c2=O)OCCO4)cc1	-8	23%	42%[activator]	nt	nt	nt	nt
COc1ccc(Cn2c(=O)c(C(=O)N3CCCC3)nc3cccnc32)cc1	9	0%	8%	nt	-17%	-21%	i
CCOCCCNC(=O)C(c1ccc(OC)cc1)N(Cc1ccc2c(c1)OCO2)C(=O)c1ccccc1O (centres undefined)	-2	-14%	13%	nt	nt	nt	nt
O=C(NCc1ccc2c(c1)OCO2)c1nc(-c2cccc(C(F)(F)F)c2)c2cnccn12	1	-7%	-16%	5%	i	-4%	4%
O=C1Nc2ccccc2OCC12CCN(Cc1ccc(C(F)(F)F)cc1)CC2	33	-16%	-24%	2%	-30%	?	i
COc1cccc(CNc2ncnc3c2CN(C2CCCNCC2)C(=O)CN3C)c1 (centres undefined)	4	-5%	-15%	nt	i	-3%	i
CCOc1ccc(CN2CCCCC23Cc2ccccc2CNC3=O)cc1 (centres undefined)	1	-9%	-6%	nt	-23%	?	-2%
O=C1CC(c2ccccc2)Sc2ccccc2N1Cc1ccc(F)cc1 (centres undefined)	-9	8%	-26%	nt	nt	nt	nt
CCN(CC)Cc1cnc2c(C(=O)N3CCN(c4ncccn4)CC3)cnn2c1	-15	0%	0%	12%	3%	5%	5%
CCN1CCN(CCCNC(=O)c2cc3c(=O)n(C)c4ccccc4c3s2)CC1	-11	-25%	16%	nt	nt	nt	nt

The list is partial; the hit share may differ from the screen's.
